PglD DTNB: inhibitors of Campylobacter jejuni PglD acetyltransferase; AID 602405; purified PglD enzyme, DTNB colorimetric CoA detection; 360,000 compounds, 0.098% hits; inhibition, % at 12.5 µM; in the data active = inhibition above about 16%, passing the limit was not always enough; inconclusive = no clear call, values can overlap the other calls; also: strong numbers were not always called active
Statin myotox sup: suppression of simvastatin myotoxicity; C2C12 myotubes + simvastatin, ATP luminescence, 48 h; scaled: DMSO 0, geranylgeraniol control 100; rescue of ATP level, % at 7.49 µM; 330,000 compounds, 0.78% hits; AID 602340;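 active = mean ATP rescue above about 67%, or every replicate alone reaching that limit, limit read from the data, passing the limit was not always enough; inconclusive = no clear call, values can overlap the other calls; inactive = mean under the limit and some replicate under it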;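 also: myotubes were challenged with 10 µM simvastatin during compound exposure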
* hit, by the source's call; ? = inconclusive. Not all compounds are listed; the hit share may differ from the screen's.

SMILES	PglD DTNB	Statin myotox sup
COc1ccc2nc(NC(=O)C3CCCN(S(=O)(=O)c4cccs4)C3)sc2c1 (stereo unspecified)	-2	-3
COc1ccc(OC)c(NC(=O)C(CCS(C)(=O)=O)NC(C)=O)c1 (stereo unspecified)	1	1
NC(=O)c1ncc(C(F)(F)F)cc1Oc1cccc(C(F)(F)F)c1	-3	21
Cc1nc(C)c(C(=O)C2=C(O)C(=O)N(CCN(C)C)C2c2cccs2)s1 (stereo unspecified)	-1	11
NC(=O)CSc1nnc(-c2ccc(O)cc2)n1Cc1ccco1	6	14
CCCC1c2ccc(C)n2CCN1C(=O)Nc1ccc(F)cc1 (stereo unspecified)	-2	6
CCOC(=O)C(Oc1ccc(=O)[nH]n1)C(C)=O (stereo unspecified)	2	4
CCOC(=O)Cc1csc(NC(=O)CSc2nnc(-c3ccc(OC)cc3)n2C)n1	-7	5
O=C(O)c1cc2ccc3ccccc3c2oc1=O	-9	18
O=C(CC(Nc1ccc(F)cc1)C(=O)O)c1ccccc1 (stereo unspecified)	-2	25
COc1ccccc1C1CCN(Cc2cccc(C(=O)N3CCC(O)CC3)c2)CC1	-178	-5
COc1cc(/C=C2\SC(=S)N(Nc3ncc(C(F)(F)F)cc3Cl)C2=O)cc(OC)c1OC	-5	27
CCSc1nc2ccccc2n1Cc1cccc([N+](=O)[O-])c1	-1	17
CC(C)N1C(=S)SC2CS(=O)(=O)C=C21 (stereo unspecified)	4	58
O=C(CN1C(=O)c2ccccc2S1(=O)=O)N1CCc2ccccc2C1	-2	7
Cc1c(C)n(C(=O)CN2CCC(C(N)=O)CC2)c2ccccc12	1	-2
OCCNc1nc(-c2ccccc2)c2ccccc2n1	6	23
C=CCN(CC(=O)NCc1ccccc1)C(=O)c1csnn1	1	-7
C=CCNc1ccc(F)c(F)c1N1CCCCCC1=O	2	0
CCCS(=O)(=O)N1CCCC(C(=O)NCCN(CC)CC)C1 (stereo unspecified)	5	3
Cc1ccc(/C=C/C(=O)NC(=S)Nc2ccccc2C(=O)NC2CCCCC2)cc1	2	-6
Cc1cc(=O)[nH]c2c1cnn2Cc1ccccc1	-3	0
CCN(CC)S(=O)(=O)c1ccc(NC(=O)c2ccccn2)cc1	2	-9
CCN(CCO)Cc1csc2c(Br)cccc12	-1	-7
COC(=O)c1ccccc1OCC(=O)NC1CCCCC1	-4	-13
Cc1ccccc1OCC(=O)Nc1cccc(NC(=O)c2ccco2)c1	-11	1
CCS(=O)(=O)NCCc1csc(-c2ccccc2)n1	-1	11
O=C(CS(=O)(=O)c1ccccc1)c1cc2ccccc2oc1=O	3	10
O=C(O)C12CC3CC(C1)CC(n1cnc(Cl)n1)(C3)C2	-2	-7
COc1cc(C=O)ccc1OCC(=O)N1CCOCC1	-4	-1
O=C(NC1CCCC1)c1ccc(CSCc2ccccc2F)o1	-5	3
CC1=CC(C)(C)Nc2ccc(OS(=O)(=O)c3ccc(C)cc3)cc21	0	-18
Cc1ccc(C(=O)Nc2ccccc2C(N)=O)o1	4	-1
COc1ccccc1-n1cnnc1SCC(=O)c1ccc[nH]1	0	4
CCOC(=O)c1nc(NCc2cccnc2)c2ccccc2n1	8	1
CC1(C)Cc2c(ccc3ccccc23)C(=O)N1	-3	9
CSC(=NS(=O)(=O)c1ccccc1)SC	3	5
CCNC(=S)NNC(=O)c1ccc(OC(F)F)cc1	-5	14
CC1CSc2nc3sc4c(c3c(=O)n21)CCCC4 (stereo unspecified)	-6	141*
Cc1ccc(S(=O)(=O)NC(=O)Nc2ccc(F)cc2)cc1	-1	1
COc1ccc(CCNC(=O)CCCN2C(=O)c3ccccc3C2=O)cc1OC	-8	18
Cc1cc(N)c2cc(NC(=O)/C=C/c3ccccc3Cl)ccc2n1	-4	-97
CCN(CCO)Cc1cn[nH]c1-c1ccc(C)c(C)c1	-1	-1
CCN(CCCNC(=O)C1CCCN(S(=O)(=O)CC)C1)c1cccc(C)c1 (stereo unspecified)	2	-5
Nc1nnc(CC2=CCCCC2)s1	-3	14
CCCCNC(=O)CCCn1c(=S)[nH]c2cc3c(cc2c1=O)OCO3	-7	-2
COc1ccc(NC(=O)CSc2nnc(-c3ccccc3)n2Cc2ccco2)cc1OC	1	0
O=C(CSc1nnc(-c2ccccc2)n1Cc1ccco1)Nc1ccc2c(c1)OCCO2	1	-1
COc1ccc(S(=O)(=O)N2CCCC(C(=O)Nc3ccc(OC)c(OC)c3)C2)cc1 (stereo unspecified)	-1	0
Nn1c(SCc2nc3ccccc3[nH]2)nnc1-c1cccnc1	3	2
C=CCN1C(=O)CN=C1Nc1cc(C)ccc1C	5	20
CCN1C[C@@H]2[C@@H]3C(=O)N(Cc4ccccc4)C(=O)[C@@H]3[C@](CC)(C1=O)N2C(=O)c1ccc(Cl)c(Cl)c1	6	3
CN(C)C(=O)c1ccccc1Sc1cc(Cl)ccc1Cl	-5	10
COc1ccc(-n2ncc3c(=O)n(CC(=O)N4CCCc5ccccc54)cnc32)cc1	0	3
CCn1nnc(NC(=O)c2cc(Cl)c(OC)c(Cl)c2)n1	-1	-2
CN1CCN(CCOc2cccc(Cl)c2)CC1	1	23
CCOc1ccccc1N(CC(=O)Nc1ccccc1C(=O)O)S(C)(=O)=O	-3	8
Cc1ccc(-c2nn(C)c(=O)c3ccccc23)cc1CNS(C)(=O)=O	6	-7
CC(/C=C/c1ccccc1)=N/O	-1	-4
Fc1ccc(NCc2cn3ccccc3n2)cc1	2	18

Remaining list, next part
Values in the order – PglD DTNB	Statin myotox sup
COc1ccc(C(=O)N(Cc2ccccc2)Cc2cc3cc4c(cc3[nH]c2=O)OCCO4)cc1
→ -6	-70
COc1ccc(Cn2nnnc2C(c2ccc(N(C)C)cc2)N2CCC(C)CC2)cc1 (stereo unspecified)
→ -1	19
CCSc1nc2nn(-c3ccccc3)c(=O)c-2c2n1CCCCC2
→ 1	0
Cc1ccccc1-n1nnnc1Sc1nnnn1-c1ccccc1
→ 0	-9
CCOc1ccc(N2C(=O)c3cccnc3C2Nc2ccc(C)cc2)cc1 (stereo unspecified)
→ 2	-1
Nc1ccc(C(=O)OCC(=O)NC2CCCc3ccccc32)cc1[N+](=O)[O-] (stereo unspecified)
→ -2	150*
Cc1ccc(Nc2nc3nonc3[nH]c2=O)cc1C
→ -2	-3
COc1ccc(C(=O)NC(=S)NCc2ccccc2)cc1
→ 2	-10
Cc1ccccc1[C@@H]1C(C#N)=C(N)S[C@H]1C(=O)c1ccccc1
→ -5	-2
CCCC(=O)Nc1sc2c(c1C#N)CCCCC2
→ -5	3
CC1(C)Cc2c(c(=S)nc(-c3ccccc3)n2CCCN2CCOCC2)CO1
→ 2	-5
CCOC(=O)C1CCN(C(=O)COC(=O)CCOc2ccc(C)cc2)CC1
→ -14	?
COC(=O)c1ccc2ccn(CC(=O)NC3CCCCC3)c2c1
→ -4	9
N/C(=N\OC(=O)C(c1ccccc1)c1ccccc1)c1ccccn1
→ 1	23
O=C(NC1CCCCC1)NC1CCN(S(=O)(=O)Cc2ccccc2)CC1
→ -3	7
c1ccc2c(c1)nc(N1CCOCC1)c1nncn12
→ 5	1
CN1/C(=C\C(=O)COC(=O)C2COc3ccccc3O2)C(C)(C)c2ccccc21 (stereo unspecified)
→ -4	-18
Fc1cc2nccnc2cc1N1CCSCC1
→ 5	10
Cc1cc(C)c(C#N)c(SCC(=O)N(C)C2CCCCC2)n1
→ 0	-16
O=C(CC1CCCCC1)OCn1nnc2ccccc2c1=O
→ -4	4
CC(C)(C)c1csc(NC(=O)Cn2c(=O)oc3ccccc32)n1
→ -5	8
COc1ccccc1N(CC(=O)NC1CCCCC1)C(=O)c1csnn1
→ 0	3
COc1cccc(N2CC(O)Cn3c2nc2c3c(=O)n(CCCc3ccccc3)c(=O)n2C)c1 (stereo unspecified)
→ -2	-23
CCOc1ncccc1C(=O)OCC(=O)N1CC(=O)Nc2ccccc21
→ -4	4
CC(C)CNC(=O)c1ccc(COc2ccc(Cl)cc2Cl)o1
→ 4	-14
O=C(Nc1cc(C(=O)N2CCCC2)ccc1N1CCCC1)c1ccccc1
→ -3	14
COc1ccc(S(=O)(=O)NCC(c2cccnc2)N2CCN(c3ccccc3OC)CC2)cc1C (stereo unspecified)
→ 0	-5
Cc1c(C(=O)N2CCN(c3ncccn3)CC2)sc2nc3n(c(=O)c12)CCCC3
→ 0	4
CC1(C)C(/C=C/C=C/C=C/C=C2\N(CCCCS(=O)(=O)O)c3ccc4ccccc4c3C2(C)C)=[N+](CCCCS(=O)(=O)[O-])c2ccc3ccccc3c21
→ -5	-1
O=C(CCn1c(=O)c2cccn2c2cccnc21)N1CCN(c2cccc(Cl)c2)CC1
→ -3	4

Structures from the list above that contain a COOH group:
Values in the order – PglD DTNB	Statin myotox sup
O=C(O)c1cc2ccc3ccccc3c2oc1=O
→ -9	18
O=C(CC(Nc1ccc(F)cc1)C(=O)O)c1ccccc1 (stereo unspecified)
→ -2	25
O=C(O)C12CC3CC(C1)CC(n1cnc(Cl)n1)(C3)C2
→ -2	-7
CCOc1ccccc1N(CC(=O)Nc1ccccc1C(=O)O)S(C)(=O)=O
→ -3	8

Carrying on:
Values in the order – PglD DTNB	Statin myotox sup
CC(OC(=O)c1cccnc1SCc1cc(=O)n2ccccc2n1)c1ccccn1 (stereo unspecified)
→ -5	8
N#Cc1cc(-c2ccccc2)nnc1Sc1ccc(F)cc1
→ -1	3
Cc1ccc(CCCOC(=O)C[N+]2(C)CCOCC2)cc1
→ -4	-17
CCOc1ccc(S(=O)(=O)N(C)CCO)cc1-c1nc2c(C(C)(C)C)nn(C)c2c(=O)[nH]1
→ -3	13
Cc1ccc(Cn2nnnc2CN2CCC(c3nc4ccc(Cl)cc4[nH]3)CC2)cc1
→ -3	-38
Cc1ccc(C(C(=O)NC(C)(C)C)N(C(=O)c2csnn2)c2cccc(F)c2)o1 (stereo unspecified)
→ 2	-1
CC(C)c1nc(N2CCOCC2)c(C#N)c2c1CCC2
→ 2	-6
O=C(NCc1nnc(SCC(=O)N2CCN(c3ccccc3)CC2)o1)c1ccco1
→ -3	93*
O=C(CSc1ncn(-c2ccccc2)n1)NCc1ccccc1
→ 5	-2
O=C(Cc1ccc(S(=O)(=O)N2CCCC2)s1)N1CCOCC1
→ -3	11

Part of the list above, as labelled records.
CC(C)c1nc(N2CCOCC2)c(C#N)c2c1CCC2
  PglD DTNB = 2	Statin myotox sup = -6

Cc1ccc(C(C(=O)NC(C)(C)C)N(C(=O)c2csnn2)c2cccc(F)c2)o1 (stereo unspecified)
  PglD DTNB = 2	Statin myotox sup = -1

Cc1ccc(CCCOC(=O)C[N+]2(C)CCOCC2)cc1
  PglD DTNB = -4	Statin myotox sup = -17

CC(OC(=O)c1cccnc1SCc1cc(=O)n2ccccc2n1)c1ccccn1 (stereo unspecified)
  PglD DTNB = -5	Statin myotox sup = 8

(continued)
Values in the order – PglD DTNB	Statin myotox sup
CC(C)(C)c1cc(NC(=O)COC(=O)c2ccc3c(=O)n4c(nc3c2)CCC4)n(-c2ccccc2)n1
→ 1	10
COc1ccccc1NS(=O)(=O)c1ccccc1C#N
→ 4	0
CCOC(=O)N1CCC(NC(=O)c2cc(C(=O)NCc3ccc(F)cc3)ccc2CO)CC1
→ 2	5
CCn1c(CSc2nc3ccccc3s2)n[nH]c1=S
→ 5	33
CCOC(=O)c1cc(C(O)(C(F)(F)F)C(F)(F)F)c(/N=C/N(C)C)o1
→ 0	6
COC(=O)c1ccc(CSc2nc3c(cnn3-c3ccc(C)c(C)c3)c(=O)[nH]2)o1
→ 1	132*
COc1ccc(CC(=O)N2CCOCC2)cc1OC
→ -1	-6
CCOC(=O)C1Cn2c(nc3c(c2=O)C2(CCCC2)Cc2ccccc2-3)S1 (stereo unspecified)
→ -7	2
CCN(CC(=O)Nc1c(C(=O)OC)[nH]c2ccccc12)c1ccc2c(c1)OCO2
→ -1	4
CNS(=O)(=O)c1cccc(C(=O)OCc2cc(Cl)cc3c2OCOC3)c1
→ -1	-5
O=C1CC(c2ccco2)CC(O)=C1C=NCC1CCNCC1 (stereo unspecified)
→ 2	-2
CC(C)(C)OC(=O)NCCCC[C@H](NC(=O)c1[nH]cnc1C(=O)Nc1ccc(Cl)cc1)C(=O)OC(C)(C)C
→ 0	4
O=C(O)c1sccc1SCc1ccc(Cl)cc1Cl
→ 2	-4
O=C(c1ccc(-c2cccc(C(F)(F)F)c2)o1)N1CCOCC1
→ 7	-13
COc1ccc(NC(=O)c2ccc3snnc3c2)cc1
→ 0	0
NC(=O)CN1CCN(c2ccccc2F)CC1
→ 2	-4
COc1cnn(-c2ccccc2)c(=O)c1SCc1ccc(Cl)c(Cl)c1
→ 6	45
CCCn1c(N2CCN(C)CC2)nc2c1c(=O)[nH]c(=O)n2C
→ -2	1
Cc1ccc(-c2noc(-c3ccccc3Br)n2)cc1
→ 3	-10
CCC(C)C(NC(=O)C1CCC(C)CC1)C(=O)NC(C(=O)OC)C(C)C (stereo unspecified)
→ 0	-1
COc1ccc(N=Cc2c(O)[nH]c3ccccc23)cc1
→ 5	16
Cc1ccc(S(=O)(=O)/N=C(\CN2CCOCC2)N2CCCC2)cc1
→ -4	-1
CC(=O)NCCc1ccc(S(=O)(=O)N(C)C2CCS(=O)(=O)C2)cc1 (stereo unspecified)
→ -4	-30
COCCN=C1Sc2nc3ccc(C)cc3cc2CN1Cc1ccco1
→ -5	-8
CCn1nc(C(=O)Nc2ccc3nc(C)sc3c2)c2ccccc2c1=O
→ 2	2
O=C(Nc1nccs1)c1sc2cc(Cl)ccc2c1Cl
→ -1	-2
O=C(Nc1ccc(-c2nnc(-c3ccccc3)o2)cc1)c1ccc(Br)o1
→ -5	-33
Cn1ncc(Cl)c1C(=O)Nc1ccc(Cl)cn1
→ -11	4
O=C1c2ccccc2NC(c2ccco2)N1O (stereo unspecified)
→ 1	-2
Cc1ccc(-c2cc(C(=O)NCc3cccs3)no2)cc1
→ -2	-2
